Bioassay records (PubChem)
Shn3 3UTR inh = Schnurri-3 reporter inhibition in Clone20 osteoblasts; Clone20 osteoblast Shn3 3'UTR firefly luciferase, 24 h; inhibition, % at 12.5 µM; hit rate 0.52% among 360,000;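 active means mean inhibition of at least 75% with every replicate also reaching 75%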;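 further: 0% = median of neutral control wells and 100% = pilot-screen positive control compound; some compounds past the cut are filed as inactive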
NR2E3 ag-1 = activates human NR2E3 receptor; CHO-S Gal4-NCOR/VP16-NR2E3 two-hybrid, luciferase; hit rate 0.35% among 360,000; inhibition of corepressor binding, % at 3.98 µM; AID 602229; Q9Y5X4;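 active means inhibition above the mean of all tested compounds plus 3 SD, cut at about 70% in these data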;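 further: 0% = DMSO with NR2E3 transfected cells and 100% = cells lacking NR2E3 construct; higher means lower luciferase signal from less NR2E3 corepressor binding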
Target sequence (Q9Y5X4 whole entry, looked up, the tested form may be a part): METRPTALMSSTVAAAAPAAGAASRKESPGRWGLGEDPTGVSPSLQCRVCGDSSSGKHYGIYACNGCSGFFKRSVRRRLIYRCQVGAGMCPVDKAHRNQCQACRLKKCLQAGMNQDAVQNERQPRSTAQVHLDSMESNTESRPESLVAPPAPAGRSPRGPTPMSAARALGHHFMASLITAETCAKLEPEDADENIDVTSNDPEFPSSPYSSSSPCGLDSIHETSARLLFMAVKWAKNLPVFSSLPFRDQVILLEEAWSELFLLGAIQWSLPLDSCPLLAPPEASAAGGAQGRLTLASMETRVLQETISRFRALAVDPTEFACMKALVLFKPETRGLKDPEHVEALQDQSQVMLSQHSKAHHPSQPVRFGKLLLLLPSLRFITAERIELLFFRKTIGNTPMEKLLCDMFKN
KKLEB tox = counter-screen for CF NF-kB inhibitors: cytotoxicity; KKLEB CF airway cells viability, ATPlite luminescence, overnight; hits give low values; cells stimulated with P. aeruginosa culture filtrate; activity change (cytotoxicity), % at 5 µM; hit rate 0.36% among 360,000;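 active means corrected activity change at or below -50% at 5 µM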
NR2E3 ag-2 = NR2E3 (human) agonism. Q9Y5X4. GST-NR2E3/biotin-RetCOR TR-FRET, 1536-well. inhibition of corepressor binding, % at 4.78 µM. hit rate 0.12% among 320,000. AID 2300;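 active means percent inhibition above the cutoff of mean plus 3 SD of all tested compounds, set per screening campaign, cut at about 20% in these data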;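 further: 0% = DMSO wells and 100% = biotin wells as full block of FRET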
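Assay system: NR2E3–RetCOR corepressor complex. Quantity: 1.35 nM GST-NR2E3. Buffer or medium: pH 7.5 Tris-based buffer. Reagent: biotinylated RetCOR corepressor at 7 nM final. Schedule: 5 h at 4 °C. Detection: TR-FRET, emission read at 617 and 671 nm. Replicates: one well per compound, singlicate testing.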
Peg3 prom inh = Peg3 promoter activity inhibition | HeLa PEG-Prom luciferase reporter, luminescence, overnight | inhibition, % at 20 µM | hit rate 1.7% among 360,000;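 active means inhibition of at least 50% at 20 µM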
TROY NFkB inh = inhibitors of TROY-dependent NF-kB signaling | Q293 LMP1-TROYcd NF-kB luciferase reporter, 4 h | inhibition, % at 10 µM | hit rate 0.98% among 360,000 | AID 1347056;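 active means compounds whose plate-normalised and pattern-corrected inhibition of the luciferase reporter signal at the single screening dose is 50% or more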
TRPM1 prom inh = MITF TRPM1 promoter inhibition in SK-MEL-5 cells | SK-MEL-5 TRPM1 promoter luciferase, 24 h | inhibition, % at 12.5 µM | hit rate 0.83% among 330,000 | AID 488899;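 active means mean inhibition across replicates of 60% or more, whatever share of single replicates reaches that level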; further: values of inactives mirror those of a sister screen read the other way
CF NFkB block = inhibitors of cystic fibrosis induced NF-kB. KKLEB NF-kB-GFP reporter, PAF-induced, GFP fluorescence overnight. inhibition, % at 5 µM. hit rate 0.86% among 360,000. AID 588850;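 active means at least 50% inhibition at 5 µM, scaled per plate between neutral and stimulator controls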;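 further: PAF is a Pseudomonas aeruginosa culture filtrate used as stimulus; plate controls were PAF-stimulated DMSO wells for no effect and unstimulated DMSO wells for full effect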
HIF-2a inh = blocks HIF-2a reporter activity | inhibition, % at 18.8 µM | AID 624352 | hit rate 0.72% among 360,000 | 786-0 RCC cells HIF-2a reporter, luciferase luminescence, overnight;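 active means inhibition of the luminescence signal of 40% or more relative to plate controls, in a single-dose primary screen at 18.75 µM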
TWEAK-Fn14 inh = inhibitors of TWEAK-Fn14 interaction signaling; TWEAK-stimulated Fn14 reporter cells, luciferase luminescence, 8 h; inhibition, % at 10 µM; hit rate 2% among 360,000; AID 1159606; in the data active means inhibition above about 50%
TRAIL sens C8 = sensitizes caspase-8 expressing cells to TRAIL | inhibition (viability loss, TRAIL sensitization), % at 10 µM | NB7+C8 cells + TRAIL, ATPlite viability luminescence | hit rate 1% among 360,000 | AID 624354;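 active means compounds causing at least 50% loss of cell viability in the single-dose screen, relative to plate controls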
Numbers without * were called inactive; / = not tested or not shown. These rows are one share of the data (hit frequency here may not be typical).

Values run as follows: Peg3 prom inh	KKLEB tox	TROY NFkB inh	HIF-2a inh	TWEAK-Fn14 inh	NR2E3 ag-2	CF NFkB block	Shn3 3UTR inh	TRPM1 prom inh	TRAIL sens C8	NR2E3 ag-1
#1 CCC1(c2ccccc2)NC(=O)N(CC(=O)Nc2ccc3c(C)cc(=O)oc3c2)C1=O (configuration not stated)
  -39	8	-14	-42	-15	4	-11	4	-6	-7	-4
#2 Cc1cc(NC(=O)C(C)SCC(=O)N(C)CC(=O)Nc2ccc(F)cc2)no1 (configuration not stated)
  22	8	-12	4	-8	-1	6	-16	3	10	-14
#3 O=C(NC(Cc1ccccc1)C(=O)N1CCCC(C(F)(F)F)C1)c1ccccc1 (configuration not stated)
  -3	-1	-22	15	7	1	10	-2	-12	4	-1
#4 CC(Sc1nnc(-c2ccco2)n1N)C(=O)NC1CCCCC1C (configuration not stated)
  11	-2	16	2	1	5	-11	-4	6	-15	-21
#5 Cc1cccc(OCC(=O)NNC(=O)c2cc(S(=O)(=O)N(C)C)ccc2N2CCCC2)c1
  -21	-3	-25	15	0	2	-5	-47	-6	-5	-1
#6 O=C(CN1CCCc2ccccc21)NC(=O)NCc1ccco1
  -58	6	-32	-48	-12	1	-2	-9	4	-2	5
#7 Cc1ccc(-c2nn3c(C)nnc3c3ccccc23)cc1S(=O)(=O)N1CCN(CCO)CC1
  -15	3	-14	-30	26	0	-51	16	2	-2	-15
#8 O=[N+]([O-])c1ccc(C2(O)CN(c3ccccc3)C3=[N+]2CCS3)cc1 (configuration not stated)
  4	6	11	5	-24	2	-5	-13	5	16	-40
#9 CC(NC(=O)c1cc(S(=O)(=O)N2CCOCC2)ccc1N1CCCC1)c1ccc(Cl)c(Cl)c1 (configuration not stated)
  24	-4	-4	27	2	3	26	18	0	13	-2
#10 COc1ccc(CCN(C(=O)C(F)(F)F)C(C(=O)NC2CCCC2)c2cccs2)cc1 (configuration not stated)
  22	2	-24	4	10	4	-5	21	7	8	1
#11 Cc1ccc(SCc2ccc(C(=O)N3CCCC3)cc2)cc1
  -135	2	8	-250	-23	1	10	-7	-25	-1	-67
#12 CC1=C(C(=O)OCC(C)C)C(c2cccs2)NC(=S)N1 (configuration not stated)
  32	-7	-17	26	-7	2	12	0	9	5	3
#13 Cc1cc(NC(=O)Nc2ccc(Cl)cc2)no1
  -170	4	-10	-238	-27	0	4	-32	-37	1	-52
#14 CCSc1nnc(NC(=O)CSc2nc(CC)nc3c2c(=O)n(C)c(=O)n3C)s1
  20	8	34	12	13	-3	24	3	/	15	6
#15 COc1ccc(/C=[N+](\[O-])C2N(c3ccccc3)C(=S)SC2(C)C)cc1OC (configuration not stated)
  -3	-12	-5	11	-15	-4	8	13	8	6	-30
#16 O=C(Nc1ccc(S(=O)(=O)Nc2nccs2)cc1)c1c(F)c(F)c(F)c(F)c1F
  -1	-6	3	7	0	3	-45	18	0	-11	8
#17 Cc1ccc(-c2cc(-c3ccc(Cl)cc3)c(C#N)c(N)n2)o1
  8	16	10	18	24	2	-36	-9	5	-13	-5
#18 Cc1cc2ccc3ccccc3c2cc1CN(C)C
  -186	1	-81	-174	-7	2	2	-56	-74	3	-55
#19 COC(=O)c1ccc(S(=O)(=O)N2CCN(C)CC2)n1C
  -8	-17	-7	16	0	3	0	7	10	1	12
#20 Cc1ccc(CNC(=O)CSc2nc3[nH]ncc3c(=O)[nH]2)cc1
  -3	11	3	20	19	2	-1	0	-12	-3	4
#21 COc1ccccc1CN1CCN(Cc2nc(-c3ccc(C)cc3)oc2C)CC1
  3	1	-23	0	-10	-2	4	4	1	14	3
#22 COc1ccc(N(CC(=O)Nc2ccccc2OC)S(=O)(=O)c2ccccc2)cc1Cl
  33	-20	13	22	3	0	40	9	-7	14	9
#23 COc1ccc(N2CCN(c3nccs3)CC2)cc1
  -188	6	-61	-175	5	-2	-9	-28	-53	8	-47
#24 Cc1ccc2c(C)c(C(=O)Nc3c(C)n(C)n(-c4ccccc4)c3=O)oc2c1C
  46	-10	12	11	23	-2	-1	-11	17	14	21
#25 CCOC(CC(=O)NNC(=O)c1c(-c2c(Cl)cccc2Cl)noc1C)OCC
  -10	3	0	7	0	-2	-2	2	/	-24	-13
#26 COc1ccc(Cl)cc1NC(=O)CSc1nc2ccsc2c(=O)n1CC1CCC(C(=O)O)CC1 (configuration not stated)
  28	-3	8	17	-24	2	11	0	8	18	1
#27 O=C(NNC(=O)c1cccnc1)Nc1ccc(Cl)c(Cl)c1
  -16	1	1	18	2	-1	14	-4	-10	-5	-32
#28 CCOC(=O)c1c(NC(C)=O)sc2c1CCC(C=O)=C2Sc1ccccc1
  99*	-9	11	27	-16	6	-13	11	11	3	-21
#29 CC(C)N(Cc1ccccc1)C(=O)C1CCCN(c2ncnc3c2nc2n3CCCCC2)C1 (configuration not stated)
  33	8	4	18	-18	-3	0	15	2	-3	-16
#30 Cc1cc(NC(=O)c2cn(C3CCCCC3)c(=O)c3c2c2ccccc2n3C)no1
  24	-1	-7	29	12	2	-11	67	0	-16	0

Continuation:
Values run as follows: Peg3 prom inh	KKLEB tox	TROY NFkB inh	HIF-2a inh	TWEAK-Fn14 inh	NR2E3 ag-2	CF NFkB block	Shn3 3UTR inh	TRPM1 prom inh	TRAIL sens C8	NR2E3 ag-1
#31 O=C(Nc1nccs1)c1ccc(-c2cccc([N+](=O)[O-])c2)o1
  -195	-12	-59	-247	-33	-1	-94	-47	-54	22	-39
#32 CC(C)Cn1c(/C=C/c2ccccc2)nc2ccccc21
  -207	0	-61	-269	-6	2	-6	-49	-66	46	-114
#33 Cc1nc2c(cnn2CCO)c(=O)[nH]1
  -5	14	5	8	-3	/	-16	5	-4	-14	14
#34 COCCNC(=O)C1CC(c2ccc(F)cc2)=NO1 (configuration not stated)
  10	-9	-4	7	-13	4	-9	-7	-2	-4	-3
#35 Cc1ccc(C)c(NC(=O)C2CC(=O)N(C(C)C)C2)c1 (configuration not stated)
  -15	5	-5	-19	-1	-2	8	-23	4	7	-28
#36 CCCOC(=O)Cc1c(O)c2ccccc2[nH]c1=O
  -11	2	10	8	7	0	7	3	-6	1	4
#37 O=C(NCC(=O)N(Cc1ccco1)C(C(=O)NC1CCCC1)c1ccncc1)c1cccs1 (configuration not stated)
  16	9	-12	3	-15	1	-2	-1	-5	2	6
#38 O=C(CN1C(=O)NC2(CCCCCC2)C1=O)N1CCN(c2ccccc2)CC1
  7	-4	-1	7	14	0	21	7	2	14	-6
#39 COc1ccccc1-n1cnnc1SCC(=O)N1CCOCC1
  8	-5	5	9	-14	1	5	22	-1	-3	9
#40 O=[N+]([O-])c1ccc(N2CCN(C(=S)Nc3ccc(F)cc3F)CC2)cc1
  25	2	31	2	-2	1	-18	28	12	-7	74*
#41 CCC(=O)Nc1cc(Cl)ccc1C(=O)O
  20	-1	-2	10	-2	0	12	-12	1	-2	-8
#42 COc1ccc(OCC(=O)Nc2cc(C)c(Cl)cc2OC)c([N+](=O)[O-])c1
  -73	-2	-33	-36	-14	2	6	-48	-34	-2	-23
#43 CC(=O)Nc1cc[n+](C(C)C(=O)c2ccc(Cl)cc2)cc1 (configuration not stated)
  13	15	1	13	0	4	-2	-18	4	4	-8
#44 COc1cccc(-n2cnnn2)c1
  5	-6	-20	17	20	1	12	18	-3	-1	7
#45 CCn1c(SCC(=O)Nc2oc(C)c3c(C)n[nH]c(=O)c23)nc2sc(C)c(C)c2c1=O
  -2	13	11	13	-10	-4	-16	-3	4	-4	7
#46 COc1c(C)cccc1C(=O)Nc1ccc(N2CCN(S(C)(=O)=O)CC2)cc1
  -259	6	-33	-181	-9	1	11	-94	-77	11	-56
#47 CCOc1ccccc1NC(=O)CSc1nnnn1Cc1ccccc1
  6	-4	-5	7	-38	2	-9	9	-3	-1	-8
#48 O=C(CN1c2ccccc2Sc2ccccc21)N/N=C/c1ccccc1
  32	12	2	22	18	1	-23	7	0	-4	3
#49 Cc1cc(C)cc(N(CCC#N)C(=O)CSC2=Nc3ccccc3C3CC=NN23)c1 (configuration not stated)
  23	9	33	22	-18	-3	6	-12	9	-15	-11
#50 COc1cc(OC)c(NS(=O)(=O)c2cc(C(=O)NCCCN3CCOCC3)ccc2C)cc1Cl
  11	9	15	10	-9	/	-15	10	/	0	-28

Looked up by structure from above, 6 records:
Values run as follows: Peg3 prom inh	KKLEB tox	TROY NFkB inh	HIF-2a inh	TWEAK-Fn14 inh	NR2E3 ag-2	CF NFkB block	Shn3 3UTR inh	TRPM1 prom inh	TRAIL sens C8	NR2E3 ag-1
#50 COc1cc(OC)c(NS(=O)(=O)c2cc(C(=O)NCCCN3CCOCC3)ccc2C)cc1Cl
  11	9	15	10	-9	/	-15	10	/	0	-28
#46 COc1c(C)cccc1C(=O)Nc1ccc(N2CCN(S(C)(=O)=O)CC2)cc1
  -259	6	-33	-181	-9	1	11	-94	-77	11	-56
#36 CCCOC(=O)Cc1c(O)c2ccccc2[nH]c1=O
  -11	2	10	8	7	0	7	3	-6	1	4
#45 CCn1c(SCC(=O)Nc2oc(C)c3c(C)n[nH]c(=O)c23)nc2sc(C)c(C)c2c1=O
  -2	13	11	13	-10	-4	-16	-3	4	-4	7
#43 CC(=O)Nc1cc[n+](C(C)C(=O)c2ccc(Cl)cc2)cc1 (configuration not stated)
  13	15	1	13	0	4	-2	-18	4	4	-8
#41 CCC(=O)Nc1cc(Cl)ccc1C(=O)O
  20	-1	-2	10	-2	0	12	-12	1	-2	-8
